Bioassay records (PubChem)
Lipid storage S3: qHTS Assay for Lipid Storage Modulators in Drosophila S3 Cells. Drosophila S3 cells, BODIPY lipid droplet fluorescence, 18-24 h; cells fed with added oleic acid. Potency in µM for hits, for the others lipid storage change, negative = inhibition, % at the top dose, mostly 46.1 µM. hit rate 0.64% among 320,000. AID 2685; active = well fitted inhibition curve with a large enough effect in the signal ratio, with a control signal flat, not every such curve was filed as active; inconclusive = small, poorly fitted or top-dose-only effect, or effect the other way, or a change in a side signal; the % refers to the signal ratio
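Drosophila S3 cells got compounds at several concentrations plus oleic acid (400 uM solution). Laser-scanning cytometry with 488 nm excitation read lipid droplets at 500-530 nm and cells at 575-640 nm. Percent activity was relative to 20 uM Triacsin C.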
Lipid storage S3 cell count max: also measured in Lipid storage S3; calls as there; cell number change, %; measured here: cell count max response;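 cells counted by Cell Tracker Red CMTPX staining in the red channel; peak over a dose series mostly up to 46.1 µM; percent activity relative to internal control wells on each plate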
Numbers without * were called inactive; i = inactive; ? = inconclusive; / = not tested or not shown. % is set by controls: 0 for no effect and ±100 for the full control effect; potency is the fitted concentration of half-maximal effect. Not all compounds are listed; rates above refer to the full screens.

Results follow in this order: Lipid storage S3, Lipid storage S3 cell count max
1: COCCn1c(-c2cccc(Br)c2)nc2c(c(=O)c3ccccc3n2C)c1=O
  13%, -5
2: Cc1[nH]c2ccccc2c1C(=O)C(=O)N1CCCc2ccccc21
  17%, -7
3: Brc1ccc(/C=C/C=N/Nc2nc3ccccc3s2)cc1
  ?, /
4: NC(=O)c1c(NC(NC(=O)c2ccco2)(C(F)(F)F)C(F)(F)F)sc2c1CCCC2
  i, 22
5: Cc1noc(C)c1COC(=O)c1ccccc1Sc1ccccc1C#N
  ?, /
6: CCOC(=O)/C=C1\CN(Cc2cc(OC)c(OC)c(OC)c2)S(=O)(=O)c2ccccc21
  ?, /
7: Cc1ccc(NC(=O)Cn2c(O)c(N=NC(=O)c3ccncc3)c3ccccc32)cc1
  ?, /
8: Cc1ccccc1-n1c(=O)cc(N2CCc3ccccc3C2)[nH]c1=O
  i, /
9: COc1ccc(NC(=O)NC2CC3CCCC(C2)N3Cc2ccccc2)cc1 (stereo unspecified)
  -9%, 13
10: CC1Nc2ncnc(N3CCc4ccccc4C3)c2N(Cc2ccc(Br)cc2)C1=O (stereo unspecified)
  ?, /
11: O=c1cc(N2CCOCC2)cnn1-c1ccccc1
  ?, /
12: Clc1ccccc1Cc1noc(CN2CCN(c3cnccn3)CC2)n1
  8%, 16
13: COC(=O)c1c(C)[nH]c(C(=O)OCC(=O)NC(C)(C)C)c1C
  ?, /
14: COc1ccc(S(=O)(=O)N2CCC(C(=O)NCc3cccnc3)CC2)cc1C
  ?, /
15: O=C(Nc1cccnc1)c1ccc(Cl)c(S(=O)(=O)N2CCCC2)c1
  ?, /
16: Cn1c(CO)cnc1SCc1ccc(F)cc1
  ?, /
17: CCN1C(=O)[C@H]2[C@@H](c3ccc(C)cc3)N3C(=O)N(c4ccc(C)cc4)C(=O)[C@@]3(Cc3ccccc3)[C@H]2C1=O
  ?, /
18: O/N=C/c1ccccc1OCc1ccc(Cl)cc1
  -1%, /
19: CS(=O)(=O)N1CCN(c2nc(-c3ccc(F)cc3)cs2)CC1
  -17%, -11
20: CC(C)Oc1cccc(C(=O)O)c1
  16µM*, 0.1*
21: O=C(Cn1nc(-c2ccccc2F)ccc1=O)Nc1ccc(S(=O)(=O)N2CCCCCC2)cc1
  23%, 21
22: O=C(Nc1cccc(C(=O)Nc2cccc(Br)c2)c1)c1ccccc1
  5.8µM*, 0.4*
23: c1ccc(Oc2ccc(-c3ccn[nH]3)cc2)cc1
  7%, -23
24: O=C(C/C=N/OCc1ccc(Cl)cc1Cl)c1ccc(Cl)cc1
  -12%, 4
25: Cc1ccc(OCC(=O)Nc2ccc(N3CCN(C(=O)c4ccco4)CC3)cc2)cc1
  3%, 9
26: COCCNC(=O)c1ccc(CS(=O)(=O)c2cccc(C(F)(F)F)c2)o1
  16%, 9
27: Cc1cc(C(=O)NNC(=O)c2c(-c3c(Cl)cccc3Cl)noc2C)no1
  ?, /
28: COC(=O)Nc1ccc(S(=O)(=O)N2CCCCC2)cc1
  ?, /
29: Cc1ccc(C(=O)OCC(=O)NCC(F)(F)F)cc1C
  20%, -12
30: Cc1ccc(S(=O)(=O)c2nc(N3CCOCC3)sc2Cl)cc1
  ?, /
31: COC(=O)c1ccc(/C=C2\N=C(SC)SC2=O)cc1
  -7%, -19
32: Cc1ccc(NC(=O)CSc2ccccc2NC(=O)c2ccccc2Cl)cc1Cl
  9%, 14
33: Cc1nnc(NC(=O)C2CCCN2S(=O)(=O)c2ccc(Cl)cc2)s1 (stereo unspecified)
  ?, /
34: Cc1cc(NC(=O)CN2C(=O)NC(CCc3ccccc3)C2=O)no1 (stereo unspecified)
  ?, /
35: O=C1c2cccc3cccc(c23)C(=O)N1CCCSc1ncn[nH]1
  ?, /
36: CC(=O)Nc1ccc(NC(=O)c2cc[n+]([O-])cc2)cc1
  i, -6
37: O=C(Nc1ccc(S(=O)(=O)N2CCCc3ccccc32)cc1)C1CCCO1 (stereo unspecified)
  ?, /
38: O=C(NNc1ccc(F)cc1F)c1c(F)cccc1Cl
  -12%, -13
39: Cc1ccsc1-c1ccnc(-n2cccc2)n1
  0%, 11
40: COc1cc2cc(CN(CCc3cccc(C)c3)C(=S)NCCCN3CCOCC3)c(=O)[nH]c2cc1OC
  18%, 4
41: O=C(O)c1cc(N=Nc2c(O)[nH]c3ccc([N+](=O)[O-])cc23)ccc1Cl
  5%, /
42: CCOc1cc(C(=O)OCC(=O)N(C)c2ccccc2)cc(OCC)c1OCC
  i, 9
43: COc1ccccc1CCNCc1ccc(OC)c(OCc2ccccc2)c1
  ?, /
44: CCc1nnc(NC(=O)CSc2nc(C3CCCCC3)nc3ccccc23)s1
  -10%, -3
45: Cc1cccc(NC(=O)CN(C)S(=O)(=O)c2ccc3c(c2)n(C)c(=O)c(=O)n3C)c1C
  ?, /

Some of the entries so far, screen by screen.
36: CC(=O)Nc1ccc(NC(=O)c2cc[n+]([O-])cc2)cc1
37: O=C(Nc1ccc(S(=O)(=O)N2CCCc3ccccc32)cc1)C1CCCO1 (stereo unspecified)
38: O=C(NNc1ccc(F)cc1F)c1c(F)cccc1Cl
39: Cc1ccsc1-c1ccnc(-n2cccc2)n1
40: COc1cc2cc(CN(CCc3cccc(C)c3)C(=S)NCCCN3CCOCC3)c(=O)[nH]c2cc1OC
41: O=C(O)c1cc(N=Nc2c(O)[nH]c3ccc([N+](=O)[O-])cc23)ccc1Cl

assay / compound	36	37	38	39	40	41
Lipid storage S3	i	?	-12%	0%	18%	5%
Lipid storage S3 cell count max	-6	/	-13	11	4	/

Continuation:
nr | Molecule | Lipid storage S3 | Lipid storage S3 cell count max
46 | COc1cccc(/C=N/NC(=O)C(=O)NCc2cccnc2)c1 | 10% | 8
47 | CC(C)c1ccc(NC(=O)[C@@H]2CCC(=O)N2C2OC(=O)c3ccccc32)cc1 (stereo partly specified) | -1% | 26
48 | Cc1cc(C(=O)NC2CC(C)(C)Cc3c2cnn3-c2ccccc2C)c(C)o1 (stereo unspecified) | ? | /
49 | COC(=O)c1cc(Br)c(=O)n(CCc2ccccc2)c1 | ? | /
50 | CC(=O)N1CCN(C(=O)c2cc(=O)c3ccccc3o2)CC1 | ? | /
51 | CCS(=O)(=O)N1Cc2ccccc2CC1C(=O)Nc1ccc(OC)c(OC)c1 (stereo unspecified) | ? | /
52 | COc1ccc(C2=NOC(C(=O)Nc3ccc4c(c3)OCCO4)C2)cc1OC (stereo unspecified) | 4% | -22
53 | CC(C)Cn1c(=S)[nH]c2cc(Cl)ccc21 | ? | /
54 | CCCCN1C(=O)C2ON(c3ccccc3C)C(c3ccco3)C2C1=O (stereo unspecified) | i | /
55 | c1ccn2cc(-c3ccc4c(c3)OCCO4)nc2c1 | 13% | /
56 | CCOC(=O)C(C)c1nc2ccccc2[nH]c1=O (stereo unspecified) | i | 2
57 | COC(=O)c1cc(=O)n(CCc2ccccc2)c(=Nc2ccc(F)cc2)s1 | 0% | 1
58 | COc1ccccc1N(C(=O)Cn1nnc2ccccc21)C(C(=O)NCc1ccco1)c1ccc(C)o1 (stereo unspecified) | ? | /
59 | CO/N=C/c1ccc(N2CCN(C(=O)c3cccc(Cl)c3)CC2)c([N+](=O)[O-])c1 | ? | /
60 | C=CCn1c(SCC(=O)Nc2ccc(Cl)cn2)nnc1C1CC1 | ? | /
61 | COc1ccc(NC(=O)C2(c3ccccc3)CCCC2)cc1 | 4% | 8
62 | CC(C)OC(=O)c1nnn(-c2nonc2N)c1CN1CCCCCC1 | i | /
63 | O=C(CN1C2=NCCCN2c2ccccc21)c1cccs1 | 0% | 2
64 | O=C(COc1ccc2ccccc2c1)Nc1nc2ccccc2[nH]1 | ? | /
65 | Cc1cc(CSc2ccccc2)ccc1NC(=O)c1ccc(Br)cc1 | ? | /

4 entries from above, as labelled records:
[27] Cc1cc(C(=O)NNC(=O)c2c(-c3c(Cl)cccc3Cl)noc2C)no1
  Lipid storage S3: ?
  Lipid storage S3 cell count max: /
[28] COC(=O)Nc1ccc(S(=O)(=O)N2CCCCC2)cc1
  Lipid storage S3: ?
  Lipid storage S3 cell count max: /
[29] Cc1ccc(C(=O)OCC(=O)NCC(F)(F)F)cc1C
  Lipid storage S3: 20%
  Lipid storage S3 cell count max: -12
[30] Cc1ccc(S(=O)(=O)c2nc(N3CCOCC3)sc2Cl)cc1
  Lipid storage S3: ?
  Lipid storage S3 cell count max: /

(further entries)
nr | Molecule | Lipid storage S3 | Lipid storage S3 cell count max
66 | COc1ccc(-n2nc(C(=O)NCC(=O)O)c3ccccc3c2=O)cc1 | -5% | -4
67 | Cc1oc(/C=N/NC(=O)CN(c2ccccc2Cl)S(C)(=O)=O)cc1Br | ? | /
68 | CCCOc1cccc(-c2cc(C(=O)N/N=C/c3ccccn3)c3ccccc3n2)c1 | i | /
69 | O=C(NN=C(Cc1ccccc1)Cc1ccccc1)c1ccccc1F | ? | /
70 | CCOC(=O)C1CCN(C(=O)Cc2ccccc2OC)CC1 | 8% | 12
71 | OCC[C@H]1C[C@@H](O)[C@H](O)[C@]2(CCCCO2)O1 | ? | /
72 | COc1cccc(OCCOc2cccc(/C=N/n3cnnc3)c2)c1 | ? | /
73 | O=C(ON=C1CCN(c2ccc([N+](=O)[O-])cc2)CC1)c1ccccc1 | 17% | /
74 | COc1ccc(S(=O)(=O)N2CCC(C(=O)NCc3cccc(OC)c3)CC2)cc1 | i | 29
75 | COC(=O)CCCC1=CC2=C(c3ccccc3)C(=O)C(C)(OC(=O)C3CCCC3)C(=O)C2=CN1CCc1ccccn1 (stereo unspecified) | -6% | -11
76 | Cn1ccc(C(=O)Nc2ccc(Br)cc2Br)n1 | ? | /
77 | Nc1c(C(=O)CSc2nnc(N3CCOCC3)n2-c2cccc(F)c2)c(=O)[nH]c(=O)n1C1CC1 | ? | /
78 | CN(C)c1ccc(/C=C/c2ccncc2)cc1 | ? | /
79 | Cc1cc(C(=O)CCl)c(C)n1CC1COc2ccccc2O1 (stereo unspecified) | ? | /
80 | COc1ccc(N2C(=O)CC(Sc3nc4ccccc4s3)C2=O)cc1 (stereo unspecified) | ? | /
81 | O=S(=O)(c1cccs1)N1CCN(CCc2ccccc2)CC1 | i | -4
82 | COc1ccc(C(C)(C)NC(=O)C2CCC(=O)N(C3CCCC3)C2)cc1OC (stereo unspecified) | -2% | 5
83 | COC(=O)c1ccccc1NC(=O)CN(c1cc(OC)ccc1OC)S(C)(=O)=O | ? | /
84 | COc1ccc(/C=N/NS(=O)(=O)c2ccc(NC(C)=O)cc2)cc1 | ? | /
85 | Cc1ccc(C)c(CN2CCCN(Cc3cc(C)ccc3C)S2(=O)=O)c1 | ? | /
86 | Cc1ccc(S(=O)(=O)n2nc(OC(=O)c3c(F)cccc3Cl)cc2N)cc1 | i | 6
87 | Cc1sc(NC(=O)CN(Cc2ccccc2)C(=O)C(C)C)c(C(N)=O)c1C | ? | /
88 | O=C(Cc1cccs1)Nc1ccc(Cl)c(S(=O)(=O)N2CCOCC2)c1 | ? | /
89 | CCN(CC)CCCn1c(=S)[nH]c2cc(C(=O)OC)ccc2c1=O | 3.7µM* | 12*
90 | O=C(COC(=O)c1cccc(C(=O)OCC(=O)NC2CC2)n1)NC1CC1 | ? | /
91 | CCOc1ncccc1C(=O)NCc1ccccc1Cl | 25% | /
92 | Cc1ccccc1C(=O)c1cccn1CC(=O)NC(C)c1ccccc1 (stereo unspecified) | ? | /
93 | CCN(C(=O)CSc1nnnn1C)C1CCS(=O)(=O)C1 (stereo unspecified) | ? | /
94 | Cc1ccccc1C(=O)NC1CCN(C(=O)NCc2ccccc2)CC1 | ? | /
95 | COc1ccnc(-n2cccc2C=O)c1C#N | ? | /
96 | COc1ccc(C(=O)NN/C(C)=C/C(=O)C(F)(F)C(F)(F)C(F)(F)F)cc1 | 5% | -4
97 | Cc1csc(NC(=O)CSc2nnc(-c3ccoc3C)n2CCc2ccccc2)n1 | ? | /
98 | C/C(O)=C/c1nc2ccccc2[nH]c1=O | ? | /
99 | COc1ccc(CC(=O)N/N=C/C=C/c2ccc3c(c2)OCO3)cc1OC | 7% | 4
100 | OC(CNCCc1ccc(Cl)cc1)COc1ccc2ccccc2c1 (stereo unspecified) | ? | /
101 | CCC1(C)Cc2c(sc3nnn(Cc4ccccc4Cl)c(=O)c23)CO1 (stereo unspecified) | 10% | 9
102 | O=C(NCc1ccc2c(c1)OCO2)C1CC(=O)N(CCc2ccc(Cl)cc2)C1 (stereo unspecified) | ? | /
103 | COc1ccc(C2N(C(=O)N3CCOCC3)CCN2S(=O)(=O)c2ccc(C)cc2)cc1 (stereo unspecified) | -1% | /
104 | O=C(CSc1nnnn1-c1ccccc1)NCc1cccs1 | ? | /
105 | O=C(Cc1csc(NC(=O)c2ccc(F)cc2)n1)NO | -4% | -15
106 | O=C(C1CCC(N2C(=O)C3CC=CCC3C2=O)CC1)N1CCCCC1 (stereo unspecified) | i | /
107 | COCCCn1c(=S)[nH]c2ncccc2c1=O | ? | /
108 | CCOc1ccccc1/C=N/Nc1nc(C)cc(=O)[nH]1 | -3% | -1
109 | COc1ccc(C(=O)N/C(=C\c2ccccc2)C(=O)Nc2cccc(C(=O)O)c2)cc1 | ? | /
110 | COC(=O)c1c(NC(=O)c2ccc(C)cc2)sc(Cc2ccccc2)c1C | ? | /
111 | O=C(O)C1CCN(c2ccccc2[N+](=O)[O-])CC1 | ? | /
112 | COc1cccc(CNC(=O)COc2ccc(C(=O)c3ccccc3)cc2)c1 | 2% | -1
113 | COc1ccc(CCC(C)NC(=O)Cc2ccc(OC)c(OC)c2)c(OC)c1 (stereo unspecified) | 3% | -2
114 | NC(=O)CC(NC(=O)c1ccc(Br)cc1)c1ccc(N2CCC(Cc3ccccc3)CC2)c([N+](=O)[O-])c1 (stereo unspecified) | ? | /
115 | CC(=O)N1CCc2cc(S(=O)(=O)NC(Cc3ccccc3)C(=O)Nc3cc(C)ccn3)ccc21 (stereo unspecified) | ? | /
